Bioassay records as filed in PubChem.
FLuc counter – firefly luciferase modulation, counter-screen for miR-21 project; P08659; purified FLuc, Km substrates, luminescence inhibition; Potency, µM (series often up to 57.5 µM), for inactives: at the top dose activity change, negative = inhibition, most hits filed as inhibitors; actives 6.9% (n = 360,000); AID 588342;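 note: potency is the fitted concentration of half-maximal effect; plate controls were vehicle for no effect and reference inhibitor for full effect; nearly all actives have a fitted effect of over 55% in size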
Target sequence (P08659 whole entry, looked up): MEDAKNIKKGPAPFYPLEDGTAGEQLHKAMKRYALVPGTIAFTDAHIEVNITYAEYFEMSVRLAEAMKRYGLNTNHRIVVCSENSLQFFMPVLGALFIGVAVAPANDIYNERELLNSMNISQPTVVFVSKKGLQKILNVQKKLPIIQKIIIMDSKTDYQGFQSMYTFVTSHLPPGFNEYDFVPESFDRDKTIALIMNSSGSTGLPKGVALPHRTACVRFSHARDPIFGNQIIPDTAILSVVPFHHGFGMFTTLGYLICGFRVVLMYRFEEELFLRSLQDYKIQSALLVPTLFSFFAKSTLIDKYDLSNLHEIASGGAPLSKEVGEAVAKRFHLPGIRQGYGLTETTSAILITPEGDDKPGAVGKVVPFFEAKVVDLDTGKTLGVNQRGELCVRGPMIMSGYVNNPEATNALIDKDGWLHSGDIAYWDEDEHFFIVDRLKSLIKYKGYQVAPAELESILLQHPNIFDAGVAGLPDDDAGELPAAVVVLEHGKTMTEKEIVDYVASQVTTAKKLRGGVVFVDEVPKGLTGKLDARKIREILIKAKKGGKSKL
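Purified P. pyralis luciferase (10nM final) with 10uM D-luciferin and 10uM ATP (Km levels) in 50mM Tris acetate pH 7.5, 10mM Mg acetate, 0.01% Tween-20, 0.05% BSA; qHTS 6-point titration, ~60 µM downward; luminescence read.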
NPC1 promoter act – NPC1 promoter activation. Huh7 NPC1 promoter luciferase reporter, 24 h. Potency, µM (series often up to 9.22 µM), for the others: at the highest dose activation, most hits filed as activators. actives 2.4% (n = 320,000);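 note: potency is the fitted concentration of half-maximal effect; % of control where 0% means no effect; nearly all actives have a fitted effect of over 60% in size; reporter is driven by a mutant NPC1 promoter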
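Luciferase expression driven by the NPC1 promoter was measured in stably transfected Huh7 cells after a 24 h compound incubation, using a luciferase reagent and a luminescence read.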
Rab9 prom act – activates the Rab9 promoter; Potency, µM (doses to about 9.22 µM), for the others: at the highest dose activation, negative = inhibition, most hits filed as activators; actives 2.8% (n = 320,000); Huh7 Rab9 promoter-luciferase reporter, luminescence, 24 h; note: potency is the fitted concentration of half-maximal effect; % of control where 0% means no effect; nearly all actives have a fitted effect of over 60% in size
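Quantitative HTS format; Huh7 Rab9-luciferase reporter cells (1500/well) receive compound 2 h post-plating, incubate 24 h at 37 °C, then get luciferase reagent for 10 min before luminescence reading.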
Mito fusion act – blocks mitochondrial division or promotes mitochondrial fusion | S. cerevisiae fusion-defective mutant growth rescue, CellTiterGlo 48 h | actives 0.23% (n = 320,000) | Potency, µM (doses to about 46.1 µM), for inactives: at the highest dose growth rescue (activation), actives largely listed as activators;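 note: potency is the fitted concentration of half-maximal effect; % of control where 0% means no effect; nearly all actives have a fitted effect of over 45% in size; temperature-sensitive fusion mutants such as fzo1-1 at 37 °C on non-fermentable ethanol glycerol medium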
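Read-out: ATP-based luminescence (CellTiterGlo, 10 min ambient) reporting growth of fusion-defective ts yeast after 48 hours at 37C on glycerol/ethanol YPEG medium in the presence of compound.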
MBNL1 CUG block – MBNL1-poly(CUG) RNA binding inhibition. Q9NR56. TR-FRET MBNL1-His/biotin-(CUG)12 binding, 665/545 ratio. Potency, µM (titrated, usually from 57.5 µM), for inactives: top-dose activity change, negative = inhibition, usual class: inhibitors. actives 0.036% (n = 280,000); active = well fitted inhibition curve with a large enough effect in the signal ratio, with a control signal flat, not every such curve was filed as active; inconclusive = small, poorly fitted or top-dose-only effect, or effect the other way, or a change in a side signal; inactive = no such curve, though single readings can be large or run the other way; the % refers to the signal ratio; note: potency is the fitted concentration of half-maximal effect; % is set by controls: 0 for no effect and ±100 for the full control effect
Target sequence (Q9NR56 whole entry, looked up): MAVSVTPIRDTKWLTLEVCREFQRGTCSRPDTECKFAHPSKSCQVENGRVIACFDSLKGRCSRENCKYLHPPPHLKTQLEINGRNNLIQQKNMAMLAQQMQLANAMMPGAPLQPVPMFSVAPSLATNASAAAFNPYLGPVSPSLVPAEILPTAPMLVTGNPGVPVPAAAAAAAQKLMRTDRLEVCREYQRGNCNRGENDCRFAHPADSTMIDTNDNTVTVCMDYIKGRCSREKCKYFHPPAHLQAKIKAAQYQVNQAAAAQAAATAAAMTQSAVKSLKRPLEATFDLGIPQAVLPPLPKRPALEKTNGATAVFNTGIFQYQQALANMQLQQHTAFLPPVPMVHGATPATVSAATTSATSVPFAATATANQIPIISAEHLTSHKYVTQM
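Compound titration spanned 92 nM–58 uM against the MBNL1-His/biotin-(CUG)12 complex. After 60 min at room temperature with 5 nM streptavidin-XL665 and 0.055 ng/ul terbium anti-His, ratiometric 665/545 nm emission (Ex 340 nm) normalized to controls.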
ELG1 repair inh – blocks ELG1-dependent DNA repair in HEK293T cells | Potency, µM (series often up to 46.1 µM), inactives show at the top dose activity change, negative = inhibition, most hits filed as inhibitors | AID 504467 | HEK293T ELG1-luciferase reporter, luminescence, 16 h; DNA damage induced by 5-fluorouridine | actives 2.3% (n = 330,000); note: potency is the fitted concentration of half-maximal effect; % is set by controls: 0 for no effect and ±100 for the full control effect; nearly all actives have a fitted effect of over 55% in size
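Cells (2,000 per well) received 5-fluorouridine plus test compound or DMSO and were incubated 16 hr at 37 °C, 5% CO2. Luciferase activity was read by luminescence 30 min after ONE-Glo addition; signal suppression marked inhibition of damage-induced ELG1 function.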
Gal4-VP16 FLuc – counter-screen for ROR gamma inhibitors: Gal4-VP16 reporter | AID 2546 | Potency, µM (highest dose often 53.6 µM), inactives show top-dose activity, negative = inhibition, usual class: inhibitors | Drosophila S2 Gal4-VP16 UAS-luciferase, luminescence, 20 h | actives 3.5% (n = 310,000);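 note: Gal4-VP16 expression switched on by copper sulfate through the metallothionein promoter; potency is the fitted concentration of half-maximal effect; % is set by controls: 0 for no effect and ±100 for the full control effect; nearly all actives have a fitted effect of over 50% in size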
KCNH2 3.1 block – KCNH2 3.1 (human) potassium channel inhibition. U2OS KCNH2 3.1, thallium flux FluxOr; active compounds read low. actives 0.95% (n = 340,000). AID 720553. activity change, % (tested at about 1.8 µM);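 active = maximum activity change below -70%; inconclusive = maximum activity change from -70% to -50%; inactive = maximum activity change above -50%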;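 note: thallium influx rate constant from kinetic fluorescence after stimulation buffer; % is set by controls: 0 for no effect and ±100 for the full control effect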
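Steps: virus added to U2OS suspension (4 h, RT, dark); medium with 10% FBS added, cells plated, 37 C overnight; FluxOr/Red40 loading buffer 45 min RT; stimulation buffer, 2 min kinetic read; rate constant normalized.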
PKM2 activator – activators of human pyruvate kinase M2. actives 0.34% (n = 260,000). P14618. AID 1631. purified PKM2, Kinase-Glo ATP luminescence, activation; response scale: 0% is enzyme alone, no compound. Potency, µM (top dose mostly 57.5 µM), inactives show top-dose activation, hits mostly activators; note: potency is the fitted concentration of half-maximal effect; % is set by controls: 0 for no effect and ±100 for the full control effect; nearly all actives have a fitted effect of over 55% in size
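Kinase-Glo luminescence reports ATP generated from ADP (0.1 mM) and PEP (0.5 mM) by purified hPK-M2 after 1 h at room temperature, pH 7.2 imidazole buffer; intermediate enzyme activity allows detecting inhibitors and activators.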
Menin-MLL TR inh – inhibitors of human menin-MLL interaction, mutant MLL peptide; O00255; Menin + Texas Red MLL mutant peptide, fluorescence polarization; Potency, µM (top dose mostly 61.6 µM), for inactives: at the top dose FP activity change, negative = inhibition, hits mostly inhibitors; actives 0.23% (n = 270,000); active = well fitted inhibition curve with a large enough effect in the polarisation, with a control signal flat, not every such curve was filed as active; inconclusive = small, poorly fitted or top-dose-only effect, or effect the other way, or a change in a side signal; inactive = no such curve, though single readings can be large or run the other way; the % refers to the polarisation; note: potency is the fitted concentration of half-maximal effect; % of control where 0% means no effect; many of its hits are not listed in these tables
RORgamma inh – blocks mouse ROR gamma transcriptional activity; Drosophila S2 Gal4-RORgamma UAS-luciferase reporter, 20 h; actives 5.4% (n = 310,000); Potency, µM (titrated, usually from 53.6 µM), without a hit: at the highest dose activity change, negative = inhibition, hits mostly inhibitors; P51450; note: potency is the fitted concentration of half-maximal effect; % is set by controls: 0 for no effect and ±100 for the full control effect; nearly all actives have a fitted effect of over 60% in size
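In this cell-based reporter format, copper sulfate (700 uM final) drives Gal4–ROR gamma fusion expression from a metallothionein promoter in Drosophila Schneider cells; compounds preincubated 1 hr, reporter read after 20 hr at ambient temperature.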
* hit, by the source's call; ? = inconclusive; . = not tested or not shown; [ ] = dose if it differs, or a comment. Unless noted, calls come from the whole dose curve; as a rule, active = well fitted curve in the direction sought with a large enough effect; inconclusive = small, poorly fitted or top-dose-only effect, or another doubt; inactive = no such curve, though single readings can be large; an effect the other way counts as inactive or inconclusive.

compound	FLuc counter	NPC1 promoter act	Rab9 prom act	Mito fusion act	MBNL1 CUG block	ELG1 repair inh	Gal4-VP16 FLuc	KCNH2 3.1 block	PKM2 activator	Menin-MLL TR inh	RORgamma inh
O=C1CN=C(Nc2ccccc2)N1Cc1cccs1	-1.4%	0.2%	-12.4%	5.3%	-4.3%	16.9%	?	-12.8	-1.6%	3.1%	4.1%
Cc1ccc(S(=O)(=O)N2CCCCC2)cc1NC(=O)COC(=O)C1=COCCO1	-0.5%	-5.7%	1.6%	-7.2%	-13.8%	8.6%	-8.7%	-7.0	2.2%	1.0%	6.3%
CC(NC(=O)c1ccc(CS(C)(=O)=O)cc1)c1ccc(-c2ccccc2)cc1 (stereo unspecified)	-2.5%	-4.5%	-3.0%	-4.1%	3.8%	2.7%	-11.2%	9.9	.	-10.3%	-16.7%
O=S(=O)(NC1CCCCCCC1)c1cccs1	-0.7%	2.1%	-2.4%	10.3%	-9.5%	-4.3%	-3.0%	5.9	-7.8%	5.6%	13.4%
COc1cccc(OC)c1C(=O)N1CCN(C(=O)c2ccc(-c3ccccc3)cc2)CC1	-2.3%	-3.7%	-0.3%	1.9%	-0.8%	8.1%	7.7%	11.6	.	-26.5%	-1.2%
Cc1nn(C2CCS(=O)(=O)C2)c(Cl)c1/C=C/C(=O)OCC(=O)Nc1ccccc1[N+](=O)[O-] (stereo unspecified)	3.8%	-6.0%	-0.4%	5.5%	-2.1%	?	-7.4%	-2.8	-5.1%	-11.8%	0.4%
Cc1cc(-c2cc(C(=O)NC3CCCC3)on2)nc(NCC2CC2)n1	0.1%	7.1%	-8.7%	0.6%	-8.8%	?	-3.7%	2.8	-2.4%	.	-14.0%
CC(=O)c1ccccc1NC(=O)COC(=O)CCCN1C(=O)c2cccc3cccc(c23)C1=O	1.4%	0.9%	11.1%	0.4%	19.4%	1.7%	?	0.9	-0.3%	-2.9%	1.4%
O=C(COC(=O)c1cccnc1Cl)NCCCc1ccccc1	.	-0.5%	-6.5%	-0.8%	.	12.5%	.	2.4	.	.	.
O=S(=O)(NCc1ccc(Cl)cc1Cl)c1cccs1	-19.7%	13.3%	13.7%	4.9%	3.8%	9.9%	?	10.5	3.0%	1.0%	-12.9%
COc1ccc(/C(C)=N/NC(=S)NCCc2ccccc2)c(O)c1	-2.8%	0.4%	-0.2%	8.1%	-6.2%	?	7.08µM*	-6.9	.	?	5.01µM*
O=C(O)c1ccc(NS(=O)(=O)c2cccc(C(=O)Nc3ccccc3[N+](=O)[O-])c2)cc1	0.8%	-2.9%	0.9%	1.7%	?	15.4%	4.6%	0.4	.	26.1%	-6.6%
COc1ccc(NC(=O)c2c(N)no[n+]2[O-])c(OC)c1	-2.5%	1.2%	9.2%	3.4%	-4.3%	?	5.5%	-2.1	.	1.0%	16.1%
Clc1ccc(OCCOCCN2CCCCC2)c(Br)c1	-1.2%	-0.3%	-2.5%	-1.0%	-4.9%	9.2%	17.0%	9.4	0.8%	13.1%	-5.4%
COc1cc(CNC(=O)C2CCCN2S(=O)(=O)c2ccccc2)cc(OC)c1OC (stereo unspecified)	0.2%	0.6%	-1.2%	-10.7%	3.0%	1.6%	-4.6%	-9.0	0.7%	-15.3%	-17.7%
CN1CCN(C(=O)CN(Cc2ccc(Cl)cc2)S(C)(=O)=O)CC1	0.7%	-0.1%	-8.9%	1.2%	-9.2%	4.0%	6.2%	1.5	-9.3%	-6.1%	29.2%
O=C(NC(Cc1ccc(O)cc1)C(=O)O)c1ccco1 (stereo unspecified)	2.6%	-3.5%	-7.9%	-2.5%	-6.6%	-2.4%	16.2%	9.2	-0.3%	2.8%	-17.2%
CCN(CC)S(=O)(=O)c1ccc(CNC(=O)CN2C(=O)NC3(CCc4ccccc43)C2=O)cc1 (stereo unspecified)	-0.5%	-1.9%	-4.7%	-6.6%	.	3.4%	.	4.0	.	.	.
N#CCCS(=O)(=O)c1ccc(N)cc1	-3.9%	0.9%	5.4%	-9.8%	-17.8%	30.0%	16.3%	4.1	15.6%	0.8%	-6.5%
CC(O)/C=C/c1ccc2ccccc2n1 (stereo unspecified)	16.9µM*	0.7%	14.8%	-6.6%	-4.2%	13.9%	-5.3%	17.7	-1.3%	21.4%	?
CCCS(=O)(=O)Nc1c(OC)ccc2c1c(C(=O)OCC)c(C)n2C	-7.2%	2.5%	-0.6%	-2.4%	-0.3%	-5.5%	-4.2%	1.0	-13.8%	-0.2%	-7.9%
CCC(CC)COC(=O)C(C#N)c1nc2ccccc2nc1N1CCN(CC)CC1 (stereo unspecified)	2.9%	-18.7%	0.0%	-8.2%	?	-18.7%	-29.2%	?	0.4%	0.0%	?
Cc1nn(-c2ccccc2)c2sc(C(=O)O)cc12	?	1.3%	3.4%	1.9%	2.6%	?	4.4%	0.0	18.4%	-5.3%	11.9%
CSc1ccn(CCC(=O)O)c(=O)n1	3.1%	-0.3%	-7.2%	-2.5%	6.2%	0.0%	1.9%	2.0	0.5%	0.4%	-24.0%
COc1ccc(-c2[nH]ncc2CN(CCO)CC23CC4CC(CC(C4)C2)C3)c(OC)c1	1.3%	0.7%	-7.9%	2.4%	-2.6%	15.6%	4.8%	-1.0	-3.0%	-21.7%	0.4%
CN(c1ccc(C(=O)Nc2nccs2)cc1)S(=O)(=O)c1ccccc1	?	18.9%	27.7%	7.4%	-0.4%	-25.1%	-0.8%[0.365 µM]	-21.2	7.8%	?	2.82µM*
CCOC(=O)CNC(=O)c1cccnc1Oc1ccc(Cl)cc1	1.6%	2.8%	-7.4%	6.3%	6.4%	-7.4%	0.6%	-4.5	0.7%	.	13.9%
O=C(NC1CCCCC1)c1ccccc1NC(=O)C1CC(=O)N(c2ccccc2)C1 (stereo unspecified)	4.1%	-0.3%	-3.4%	-0.9%	39.8µM*	-23.5%	-26.6%	3.3	-8.5%	-9.2%	-43.2%
COc1ccc(C(=O)NNC(=O)CN2CCC(n3nnc4cc(C(F)(F)F)ccc43)CC2)cc1	6.3%	-0.1%	0.6%	-4.0%	-1.4%	20.3%	-1.7%	4.0	1.1%	-13.2%	?
CCOC(=O)c1c(C)oc2c1cc(NS(=O)(=O)c1ccc(C(=O)O)cc1)c1ccccc12	?	-0.2%	0.9%	-10.7%	9.4%	-11.8%	-8.6%	0.9	16.8%	?	-1.9%
Cc1ccc(N(CN2C(=O)NC(C)(C)C2=O)CN2C(=O)NC(C)(C)C2=O)cc1	3.4%	0.7%	3.4%	-2.6%	-3.6%	14.6%	-3.5%	0.8	-0.6%	-10.9%	-5.5%
COC(=O)C(C)Oc1ccc(-c2nccc(-c3cccs3)n2)cc1 (stereo unspecified)	16.9µM*	18.1%	24.0%	-7.1%	9.2%	?	3.3%	4.4	3.4%	?	?
Cc1ccc(NC(=O)CN(C)C(=O)Cn2c(=O)oc3ccccc32)cc1	2.7%	-1.5%	1.6%	0.7%	.	29.1%	.	17.6	.	.	.
CCCCNC(=O)c1nn2c(C(F)(F)F)cc(-c3ccccc3)nc2c1Br	-0.9%	3.3%	3.5%	-9.9%	9.4%	-10.2%	-0.3%	-10.2	-0.1%	-24.5%	?
CC(=O)c1cc(CN2CCN(CCc3ccccc3)C(CCO)C2)cs1 (stereo unspecified)	0.6%	0.2%	0.3%	-2.3%	-0.8%	.	-7.6%	0.6	-5.7%	0.7%	-2.0%
CCCCC(CC)CNC(=O)CCS(=O)(=O)c1cccc2nonc12 (stereo unspecified)	0.1%	-0.2%	0.8%	6.0%	?	-0.9%	-0.3%	-7.2	-2.0%	6.9%	?
O=C(NC1CC1)C1CCN(c2ccc(S(=O)(=O)N3CCOCC3)cc2)CC1	-0.5%	-3.1%	-8.9%	2.9%	-5.2%	7.9%	-1.1%	21.1	-0.7%	-0.8%	-32.0%

This is a subset, so the mix of outcomes need not match the whole.
